Dynein transport: dynein cargo transport inhibition | 3617.4 mouse cells, GR-EGFP nuclear translocation imaging; test concentration mostly 20 µM; stimulated with dexamethasone, 1 µM; active compounds read low | 0.47% of 220,000 active | z-score, hits read low | AID 1381;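 active means plate z-score of nuclear minus cytoplasmic receptor signal below a set negative limit, without overly bright fluorescence or cell loss, cut at about -3.5 in these data, passing the limit was not always enough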;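 further: z-score of nuclear minus cytoplasmic ring GR-EGFP intensity difference per well; some compounds called inactive have numbers as strong as hits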
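Buffer or medium: tet-free medium with charcoal-stripped serum / Also added: dexamethasone agonist, 1.0 µM final, for 30 min / Timing: induction 48 h, compound 1 h, agonist 30 min / Measured by: high-content fluorescence imaging after fixation / Read-out: nuclear-to-cytoplasmic GR-EGFP distribution per well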
AID2073: disruptors of CaV2.2 binding to Mint1 – biochemical, HTRF (AID 2073); 0.19% of 290,000 active; HTRF protein-protein interaction, Mint1-CaV2.2; higher % means a stronger effect; inhibition, % at 20 µM; hits with a dose series show IC50 in µM; in the data active means inhibition mostly above about 51%, no sharp cut-off; inconclusive means no clear call, values can overlap the other calls; inactive means mostly below about 53%; further: some results filed as inactive read as strong as hits
KOR beta-arrestin-1: kappa opioid receptor blockers – cell-based, luminescence, uHTS (AID 1778); 0.091% of 290,000 active; inhibition, % at 10 µM; hits with a dose series show IC50 in µM; KOR beta-arrestin recruitment, luminescence, antagonist mode; higher % means a stronger effect; further: strong numbers were not always called active
NOD1 inhibition: NOD1 signaling inhibitors, primary screen, cell-based, luminescence, uHTS (AID 1578); NOD1-driven NF-kB luciferase reporter cells, luminescence; higher % means a stronger effect; inhibition, % at 4 µM, or EC50 in µM where a hit was titrated; 1% of 290,000 active; in the data active means inhibition mostly above about 36%, no sharp cut-off; inactive means mostly below about 34%;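 further: HEK-293T reporter cells stimulated with the NOD1 agonist gamma-tri-DAP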
M17LAP inhibition: P. falciparum M17LAP inhibitors, primary screen, biochemical, fluorogenic H-Leu-NHMec substrate, 1536-well (AID 1619). recombinant M17LAP, H-Leu-NHMec fluorogenic kinetic assay; higher % means a stronger effect. one-dose inhibition, % at 30 µM; IC50 in µM for titrated hits. 0.38% of 220,000 active;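 active means compound inhibiting the enzyme by more than half at any dose during confirmatory dose-response retesting; inconclusive means strong single-dose inhibitors picked by rank but not retested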;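 further: plate controls were full reaction with DMSO carrier for no effect and no enzyme background for full effect; strong numbers were not always called active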
HEK293 NOD2/NF-kB: inhibition of NOD2-driven NF-kB reporter – cell-based, luminescence, uHTS, HEK293 (AID 1566). HEK293 NOD2/NF-kB luciferase reporter, luminescence; higher % means a stronger effect. one-dose inhibition, % at 4 µM; EC50 in µM for titrated hits. 0.63% of 290,000 active; further: many of its hits are not listed in these tables
KOR beta-arrestin-2: KOR agonists, beta-arrestin recruitment, primary screen, cell-based, luminescence, uHTS (AID 1777); KOR beta-arrestin recruitment, luminescence; higher % means a stronger effect; activation, % at 10 µM, or EC50 in µM where a hit was titrated; 0.02% of 280,000 active; in the data active means activation above about 50%, passing the limit was not always enough; further: a part of the inactive calls stands beside numbers as strong as those of hits
P. falciparum M1AAP: malaria alanyl aminopeptidase activity blockers – biochemical, fluorogenic H-Leu-NHMec substrate, 1536-well (AID 1445); 0.42% of 220,000 active; inhibition, % at 30 µM, or IC50 in µM where a hit was titrated; recombinant M1AAP, H-Leu-NHMec fluorogenic kinetic assay; higher % means a stronger effect;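 active means primary inhibition above the hit cutoff, then over 50% inhibition at one or more dose response concentrations, cut at about 23% in these data, passing the limit was not always enough; inconclusive means conflicting primary data, or primary hits not chosen for dose response; inactive means low primary inhibition, or under 50% at every dose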;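 further: plate controls were DMSO full reaction for no effect and no enzyme background for full effect; strong numbers were not always called active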
GPR55 beta-arrestin: GPR55 agonists via beta-arrestin recruitment, primary screen, imaging, U2OS cells, beta-arrestin-GFP redistribution (AID 1961) | U2OS GPR55 beta-arrestin-GFP redistribution imaging; higher % means a stronger effect | activation, % at 10 µM; hits with a dose series show EC50 in µM | 0.048% of 290,000 active;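 active means activation above 40% with more than 50 cells counted in the well; inconclusive means wells holding fewer than 50 cells, flagged as toxic or sparse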;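 further: U2OS osteosarcoma cells stably expressing GPR55 and beta-arrestin-GFP; plate controls were DMSO negative control for no effect and LPI positive control for full effect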
Dynein transport cytoplasmic EGFP: further read-out of Dynein transport, marked with its call; z-score; measured here: cytoplasmic GR-EGFP intensity; active compounds read high
Dynein transport nuclear GR-EGFP: further read-out of Dynein transport, marked with its call; z-score; measured here: nuclear GR-EGFP intensity;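 lower value marks the stronger effect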
Dynein transport cell count: also measured in Dynein transport; calls as there; z-score; measured here: cell count per field
An asterisk follows results filed as active; ? = inconclusive; . = no result given; [ ] = remark or other dose. Unless noted, no stated cut-off is given here; in the data, active means inhibition above about 50%; inactive means the rest.

SMILES	Dynein transport	Dynein transport cytoplasmic EGFP	Dynein transport nuclear GR-EGFP	Dynein transport cell count	AID2073	KOR beta-arrestin-1	NOD1 inhibition	M17LAP inhibition	HEK293 NOD2/NF-kB	KOR beta-arrestin-2	P. falciparum M1AAP	GPR55 beta-arrestin
CC(C)[C@H](NC(=O)[C@H](CCCN=C(N)N)NC(=O)NC(Cc1ccccc1)C(=O)O)C(=O)NC(C=O)CCCN=C(N)N (stereo partly drawn)	-0.56	-0.17	-0.091	0.86	15%	18%	-9%	6%	17%	-2.4%	-3%	0.1%
CCOC(=O)N1CCN(C(=O)c2cc3ccccc3o2)CC1	.	.	.	.	-4%	9%[20 µM]	-5%	.	19%	-5.2%	.	-0.1%
CCOC(=O)N1CCN(S(=O)(=O)N2CCCC(C(=O)NCCCN3CCCCC3)C2)CC1 (stereo not drawn)	.	.	.	.	-10%	-9%	-17%	.	7%	-5.2%	.	0.2%
CC(=O)Nc1ccc(N(C(=O)CNC(=O)c2ccco2)C(C(=O)NCC2CCCO2)c2ccccc2)cc1 (stereo not drawn)	0.98	-0.36	0.029	-0.49	9%	-18%[20 µM]	-23%	-5%	4%	-3.2%	2%	-0.1%
CCOC(=O)c1nnn(CC(=O)Nc2cc(F)ccc2F)c1C(=O)OCC	0.28	-0.26	0.13	0.31	0%	-18%	-22%	18%	-6%	6.1%	5%	0.2%
COC(=O)c1ccccc1S(=O)(=O)C(C)(C)C	0.48	-0.25	-0.047	0.55	-3%	-58%	-42%	-2%	-3%	-2.0%	2%	-0.1%
C=CCN1C(=O)N(c2ccc(F)cc2)C(=O)C1CC(=O)Nc1ccc(Cl)cc1 (stereo not drawn)	-0.19	-0.27	-0.17	0.63	?	3%	0%	-1%	-10%	1.6%	6%	-0.1%
COCCNC(=O)c1onc(CSc2ccccc2C)c1C(=O)O	0.32	-0.12	-0.58	0.66	2%	-14%	7%	9%	4%	3.6%	2%	-0.1%
O=C(c1cc(-c2ccncc2)nc2ccc(Br)cc12)N1CCN(c2ccccn2)CC1	-0.58	-0.093	-0.25	-0.4	13%	-66%	0%	2%	17%	6.6%	1%	0.2%
O=[N+]([O-])/C=C/c1c(OCc2ccccc2)ccc2ccccc12	-0.62	-0.21	-0.39	0.29	-12%	-15%	27%	3%	-72%	-5.0%	5%	0.6%
COC(=O)Nc1c(C(=O)OC)cc(OC)c(OC)c1OC	-0.43	-0.2	-0.37	0.47	2%	9%	-3%	-5%	7%	-0.3%	-7%	0.6%
CCOc1ccc(C(CC(=O)O)NC(=O)COc2ccccc2)cc1OC (stereo not drawn)	0.82	-0.21	0.34	0.45	-14%	-19%	-16%	7%	4%	-1.7%	4%	0.0%

The list goes on; the last two above are carried over.
SMILES	Dynein transport	Dynein transport cytoplasmic EGFP	Dynein transport nuclear GR-EGFP	Dynein transport cell count	AID2073	KOR beta-arrestin-1	NOD1 inhibition	M17LAP inhibition	HEK293 NOD2/NF-kB	KOR beta-arrestin-2	P. falciparum M1AAP	GPR55 beta-arrestin
COC(=O)Nc1c(C(=O)OC)cc(OC)c(OC)c1OC	-0.43	-0.2	-0.37	0.47	2%	9%	-3%	-5%	7%	-0.3%	-7%	0.6%
CCOc1ccc(C(CC(=O)O)NC(=O)COc2ccccc2)cc1OC (stereo not drawn)	0.82	-0.21	0.34	0.45	-14%	-19%	-16%	7%	4%	-1.7%	4%	0.0%
CCOc1ccc(NC(=O)Nc2cccs2)cc1	-0.58	-0.15	-0.41	0.62	-30%	-4%	-82%	3.2µM*	-78%	-8.9%	0%	0.1%
COc1cc(CN2CCCC(CO)(Cc3ccccc3C)C2)cc2c1OCO2 (stereo not drawn)	0.65	-0.33	0.36	-0.41	1%	19%	3%	-8%	11%	-3.1%	3%	0.1%
Cc1nn(C(C)C(=O)NCc2ccccc2F)c(=O)c2nn(-c3ccccc3)c(C)c12 (stereo not drawn)	.	.	.	.	4%	-6%	-19%	.	4%	-5.3%	.	0.6%
CCCCSc1ccc(NC(=O)c2cccnc2)cc1	-0.061	-0.17	0.023	0.42	2%	10%	-24%	0%	-7%	2.5%	6%	-0.1%
CC1(C(=O)O)CCC(C(=O)N2CCOCC2)C1(C)C (stereo not drawn)	0.17	-0.14	0.27	0.35	12%	1%	8%	0%	3%	-4.5%	-3%	1.1%
COc1ccc(C2CC(=O)Oc3c(C(CCN4CCOCC4)c4cc(OC)c(OC)c(OC)c4)c(OC)cc(OC)c32)cc1 (stereo not drawn)	-0.82	-0.78	-0.33	0.89	-5%	9%	-1%	-3%	0%	-4.7%	3%	0.0%
CCN1CCCc2cc(CN(CCN3CCOCC3)C(=S)Nc3cc(F)cc(F)c3)ccc21	0.31	-0.24	-0.00095	0.83	-10%	5%	-6%	0%	9%	-4.1%	8%	-0.3%
Cc1ccc(N/N=C(\C#N)C(N)=S)cc1C	2.5	-0.23	0.93	-2.1	3%	-59%	-5%	6%	0%	8.4%	8%	-0.5%
Cc1ccc(C(=O)O/N=C(\N)c2cccnc2)cc1[N+](=O)[O-]	-0.39	-0.096	-0.46	0.88	-5%	15%	-29%	-8%	-9%	-1.9%	1%	0.0%
COc1ccc2ccccc2c1C1CC(=O)N2CN(Cc3ccco3)CSC2=C1C#N (stereo not drawn)	-0.031	-0.13	0.07	-0.15	86%	12%	-7%	-115%	10%	-5.8%	21%	-0.1%
NNC(=O)CSc1c(-c2ccccc2)c2cc(Cl)ccc2[nH]c1=O	.	.	.	.	2%	-15%	-2%	.	7%	4.3%	.	0.0%
CC(C)(C)c1cc(CN2CCN(CCO)CC2)cc(C(C)(C)C)c1O	-1.6	-0.2	-0.73	1.8	-1%	-7%	45%	5%	9%	-1.9%	8%	0.2%
Cc1ccc(CNC(=O)c2ccccc2NC(=O)C2=CSCCO2)cc1	.	.	.	.	3%	18%	-14%	.	11%	-1.1%	.	0.3%
O=C(/C=C\c1ccc(-c2ccccc2)o1)c1ccccc1	-2.9	0.3	-1.7	0.26	14%	6%	-4%	14%	-26%	1.6%	8%	-0.1%
NC(=O)C1CCN(c2nnnn2-c2ccccc2)CC1	-0.36	-0.28	-0.21	0.9	2%	-29%	-21%	3%	-6%	0.6%	7%	-0.1%
O=C1N=C(N2CCOCC2)S/C1=C\c1ccccc1OS(=O)(=O)c1ccccc1	-0.65	-0.24	-0.37	0.075	-5%	25%	-7%	-7%	13%	-0.5%	6%	-0.1%
CCN(C(=O)CSc1nc2nc(C)cc(C)n2n1)C1CCS(=O)(=O)C1 (stereo not drawn)	0.097	0.032	-0.03	-1.8	7%	-17%	-15%	9%	-7%	-0.6%	6%	-0.2%
Cc1cc(C)c2nc(NC(=O)[C@@H](NC(=O)c3cccc(S(=O)(=O)N4CCOCC4)c3)C(C)C)sc2c1	-0.56	-0.29	-0.6	0.36	33%	-46%	15%	2%	-10%	2.7%	0%	1.2%
COc1ccc(/C=N/NC(=O)c2ccc(Br)cc2)cc1Cn1cc(Cl)cn1	-0.0039	0.95	-0.061	0.42	41%	-143%	-34%	0%	16%	6.1%	3%	0.6%
O=C(c1cc(-c2cccc(Br)c2)nc2ccccc12)N1CCCC1	.	.	.	.	11%	0%	-16%	.	0%	9.4%	.	0.7%
C[n+]1ccc(/C=C/c2ccccc2O)c2ccccc21	0.13	-0.034	0.33	-0.49	-8%	-13%	4%	9%	14%	-9.0%	15%	0.4%
COCCn1c(NC(=S)NC(=O)C23CC4CC(CC(C4)C2)C3)cc(=O)[nH]c1=O	-0.6	-0.26	0.47	-0.17	-7%	-27%	1%	-1%	17%	6.8%	10%	0.0%
Cc1ccc2c(C)c(C(=O)NCc3ccc(S(N)(=O)=O)cc3)oc2c1C	0.1	-0.24	0.096	0.8	35%	-175%[20 µM]	-25%	-1%	-4%	1.0%	1%	-0.2%
C=CCNC(=S)Nc1ccc(OC)c(S(=O)(=O)N2CCOCC2)c1	0.26	-0.36	-0.39	0.36	-7%	21%	-22%	1%	9%	-5.3%	-2%	-0.6%
Cc1nc(C)c(C(=O)Nc2ccc(C)c(F)c2)o1	2.4	0.11	1.6	-2.5	2%	-64%	9%	9%	6%	-1.8%	7%	0.0%
CC(C)(C)C1CCC(=NNC(=O)CN(c2ccccc2)S(=O)(=O)c2ccccc2[N+](=O)[O-])CC1 (stereo not drawn)	-0.34	-0.23	0.81	-0.17	-10%	15%	-10%	13%	0%	0.2%	1%	-0.1%
CC1CCN(C(=O)c2ccc3c(c2NCCO)C(=O)c2ccccc2C3=O)CC1	-1.5	-0.092	-0.56	1.1	-8%	23%	1%	7%	15%	-3.7%	8%	-0.1%
O=C(Cn1c(=O)c(=O)n(Cc2ccccc2)c2ccc(Cl)cc21)NCC1CCCO1 (stereo not drawn)	0.13	-0.3	-0.44	0.2	11%	-18%	-18%	0%	34%	3.1%	3%	0.7%
O=C(NCc1ccccc1)c1nc2c(nnn2Cc2cccc(Cl)c2)c(=O)[nH]1	-0.98	-0.2	-0.61	-0.19	-1%	8%	-6%	28%	-11%	0.4%	-4%	-0.2%
COc1cccc(C(=O)NNC(=O)c2ccccc2)c1	.	.	.	.	11%	8%	-3%	.	-19%	-5.7%	.	-0.2%
CCOc1ccccc1NC(=O)CN(c1cc(C)cc(C)c1)S(=O)(=O)c1c(C)noc1C	-0.47	-0.23	-0.26	0.38	-4%	-14%	-10%	-3%	-5%	4.9%	8%	-0.1%
CCCC(=O)N1c2ccc(-c3csc(N)n3)cc2CC1C (stereo not drawn)	-0.47	-0.41	0.057	0.7	-9%	-47%	-38%	10%	-53%	-7.5%	10%	0.1%
O=C(c1cccnc1)N1CCN(c2ccc(Cl)cc2)CC1	0.67	-0.091	1.7	-1.3	0%	-43%	-20%	-7%	-16%	2.0%	1%	0.9%
COc1ccnc(N=CNOCc2ccc(F)cc2Cl)c1C#N	0.099	-0.19	0.097	0.092	12%	-25%	-14%	7%	10%	-0.6%	1%	-0.2%
CC1(C)CC(=O)C2=C(C1)N(CC1CCCO1)C(=O)C2(NC(=O)c1cccnc1)C(F)(F)F (stereo not drawn)	-0.32	-0.24	-0.017	0.49	4%	10%	-18%	8%	10%	-3.1%	1%	0.0%

An excerpt (hit frequency here may not be typical).
